GalR3 antag – blocks the human galanin receptor 3; O60755; HEK293 GalR3-CNG cAMP membrane potential fluorescence; galR3 body fused to GalR1 C-terminus; inhibition, % at 3 µM; actives 0.44% (n = 360,000); AID 651719;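 active = inhibition above the screen-wide average plus 3 SD, cut at about 13% in these data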;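 note: forskolin and galanin both at EC90 stimulate the cells; cAMP rise reported by CNG channel membrane potential dye signal; 0% = forskolin plus galanin with DMSO and 100% = forskolin alone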
Target sequence (O60755 1-299 limits assumed): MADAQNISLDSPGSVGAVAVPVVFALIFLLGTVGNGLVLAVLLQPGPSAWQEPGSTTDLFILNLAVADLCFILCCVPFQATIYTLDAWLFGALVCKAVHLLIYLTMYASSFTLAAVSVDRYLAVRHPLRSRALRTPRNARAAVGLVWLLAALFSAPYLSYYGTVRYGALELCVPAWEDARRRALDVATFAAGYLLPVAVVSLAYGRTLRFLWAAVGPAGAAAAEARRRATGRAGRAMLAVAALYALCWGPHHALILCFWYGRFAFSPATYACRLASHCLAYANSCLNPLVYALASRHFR
CRFBP-R2 block – CRF-BP/CRF-R2 complex antagonism | HEK293 CRF-R2/CRF-BP, CRF-induced calcium fluorescence | inhibition, % at 11.8 µM | actives 0.59% (n = 350,000) | AID 588475;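 active = inhibition of the ligand-induced calcium signal above about 50% at the single tested concentration, limit read from the data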
The depositor's hits bear a star. A portion of the library. The share of hits here may be higher or lower than overall.

Preview:
Screening O[C@@H]1CN(CC2CCCCC2)[C@@H](c2ccccc2)C[C@H]1n1cc(C2CC2)nn1 returned GalR3 antag 2 and CRFBP-R2 block -10.
N#Cc1ccc(Cl)cc1NC(=O)CN1C(=O)C(=O)N(CCC2=CCCCC2)C1=O was read as GalR3 antag -7 and CRFBP-R2 block -5.
For CCCCCC(=O)N1C[C@@H](O)[C@H](n2cc(-c3ccc(F)cc3)nn2)C[C@@H]1c1ccccc1 the results were GalR3 antag -10 and CRFBP-R2 block -17.
`COc1ccc(S(=O)(=O)N2CCCC(C(=O)N3CCN(Cc4ccccc4)CC3)C2)cc1Cl` (configuration not stated) gave GalR3 antag -8 and CRFBP-R2 block -6.
Screening COc1ccc(OCCOC(=O)CNC(=O)c2ccc(F)cc2)cc1 returned GalR3 antag -6 and CRFBP-R2 block 8.
For CN(c1ccc(C(=O)NCC2CCCO2)cc1)S(=O)(=O)c1ccc(Cl)cc1 (configuration not stated) the results were GalR3 antag -5 and CRFBP-R2 block -3.
CCN(c1ccccc1)S(=O)(=O)c1ccc(Cl)c(C(=O)Nc2ccncc2)c1 was read as GalR3 antag -4 and CRFBP-R2 block 8.

The listing, previewed entries included:
Screening O[C@@H]1CN(CC2CCCCC2)[C@@H](c2ccccc2)C[C@H]1n1cc(C2CC2)nn1 returned GalR3 antag 2 and CRFBP-R2 block -10.
N#Cc1ccc(Cl)cc1NC(=O)CN1C(=O)C(=O)N(CCC2=CCCCC2)C1=O was read as GalR3 antag -7 and CRFBP-R2 block -5.
For CCCCCC(=O)N1C[C@@H](O)[C@H](n2cc(-c3ccc(F)cc3)nn2)C[C@@H]1c1ccccc1 the results were GalR3 antag -10 and CRFBP-R2 block -17.
`COc1ccc(S(=O)(=O)N2CCCC(C(=O)N3CCN(Cc4ccccc4)CC3)C2)cc1Cl` (configuration not stated) gave GalR3 antag -8 and CRFBP-R2 block -6.
Screening COc1ccc(OCCOC(=O)CNC(=O)c2ccc(F)cc2)cc1 returned GalR3 antag -6 and CRFBP-R2 block 8.
For CN(c1ccc(C(=O)NCC2CCCO2)cc1)S(=O)(=O)c1ccc(Cl)cc1 (configuration not stated) the results were GalR3 antag -5 and CRFBP-R2 block -3.
CCN(c1ccccc1)S(=O)(=O)c1ccc(Cl)c(C(=O)Nc2ccncc2)c1 was read as GalR3 antag -4 and CRFBP-R2 block 8.
For O=C(NC1CC1)c1ccccc1 the results were GalR3 antag -6 and CRFBP-R2 block -14.
For COc1ccc(C(=O)N2CCN(S(=O)(=O)c3ccc4c(c3)OCCO4)CC2)cc1 the results were GalR3 antag -6 and CRFBP-R2 block -2.
Screening CC1(C)CC(=O)C=C(c2n[nH]nc2-c2ccc(F)c(F)c2)C1 returned GalR3 antag -7 and CRFBP-R2 block 25.
Screening Cc1ccc(Cc2c(-c3ccc(Cl)cc3)nc3cc(C)ccn23)cc1 returned GalR3 antag -7 and CRFBP-R2 block 8.
Clc1ccc(-c2nc3c4ccccc4ccn3c2Cc2ccccc2)cc1 was read as GalR3 antag -2 and CRFBP-R2 block 3.
Screening C[C@H]1CN([C@@H](C)CO)C(=O)c2cc(-c3cccc(C(=O)N(C)C)c3)cnc2O[C@H]1CN(C)C(=O)Cc1ccccn1 returned GalR3 antag -3 and CRFBP-R2 block 42.
O=C(c1cccs1)N1C[C@@H](n2cc(-c3ccc(F)cc3)nn2)[C@H](O)C[C@@H]1c1ccc(Cl)cc1 was read as GalR3 antag -5 and CRFBP-R2 block -6.
For CCN(CC)C(=O)C1=C(C)N(CCCOC)C(=O)C(CC(=O)NCCN2CCOCC2)C1 (configuration not stated) the results were GalR3 antag -1 and CRFBP-R2 block 8.
Screening COc1ccccc1S(=O)(=O)N(C)C[C@H]1OCc2cnnn2CCCC(=O)N([C@@H](C)CO)C[C@@H]1C returned GalR3 antag -1 and CRFBP-R2 block 1.
COc1ccc(S(=O)(=O)N2CCC(C(=O)N[C@@H](C)C(=O)NCc3cccnc3)CC2)cc1 was read as GalR3 antag 1 and CRFBP-R2 block 7.
Screening O=C(NCCS(=O)(=O)N1CCN(c2ccccc2)CC1)c1cc(=O)c2ccccc2o1 returned GalR3 antag -8 and CRFBP-R2 block 27.
`C[C@H]1CN([C@@H](C)CO)C(=O)c2cc(C#Cc3ccccn3)cnc2O[C@@H]1CN(C)Cc1ccccc1` gave GalR3 antag -8 and CRFBP-R2 block 0.
`CCCCCC(=O)N1C[C@@H](n2cc(-c3ccc(F)cc3)nn2)[C@H](O)C[C@@H]1c1ccc(Cl)cc1` gave GalR3 antag -8 and CRFBP-R2 block 13.
For CC1C(=O)N(Cc2cn(Cc3ccco3)nn2)CCS(=O)(=O)N1Cc1ccc(-c2cccc(CO)c2)cc1 (configuration not stated) the results were GalR3 antag -5 and CRFBP-R2 block 0.
Screening CCN(CC)S(=O)(=O)c1ccc(N2CC(C(=O)NCc3ccco3)CC2=O)cc1 (configuration not stated) returned GalR3 antag -6 and CRFBP-R2 block -3.
Screening C[C@@H]1CCCCO[C@H](CN(C)S(=O)(=O)c2cccs2)[C@@H](C)CN([C@H](C)CO)C(=O)c2cc(NC(=O)C3CCCCC3)ccc2O1 returned GalR3 antag -3 and CRFBP-R2 block 11.
`O=C(NCCc1cn2cccnc2n1)C1CCC(=O)N(Cc2ccccc2F)C1` (configuration not stated) gave GalR3 antag -1 and CRFBP-R2 block 10.
O=C(COc1ccc(S(=O)(=O)N2CCOCC2)cc1Cl)NCc1ccc2c(c1)OCO2 was read as GalR3 antag -1 and CRFBP-R2 block -3.
Screening C[C@H](CO)N1C[C@H](C)[C@@H](CN(C)C(=O)c2ccc(F)cc2)Oc2cc(Br)ccc2S1(=O)=O returned GalR3 antag -4 and CRFBP-R2 block 17.
Cc1cccc(C(=O)NC2CCN(CC(=O)Nc3cccc(Cl)c3)CC2)c1 was read as GalR3 antag -5 and CRFBP-R2 block 0.
Screening COCCN(C(=O)COC(=O)c1ccc2ccccc2c1)c1c(N)n(Cc2ccccc2)c(=O)[nH]c1=O returned GalR3 antag -6 and CRFBP-R2 block 4.
For CCN(CC(=O)Nc1ccc(NC(C)=O)cc1)CC(=O)Nc1cccc2ccccc12 the results were GalR3 antag -8 and CRFBP-R2 block -5.
Cn1nc(N)c2ncc(-c3ccc(Cl)cc3)nc21 was read as GalR3 antag 0 and CRFBP-R2 block 25.
`CN(C(=O)COC(=O)/C=C/c1ccccc1)C1CCS(=O)(=O)C1` (configuration not stated) gave GalR3 antag 8 and CRFBP-R2 block -2.
`CCC1NC(=O)c2cccnc2-n2c1nc1ccc(OC)cc1c2=O` (configuration not stated) gave GalR3 antag -8 and CRFBP-R2 block -31.
CC1=C(C(=O)N2CCOCC2)CC(CC(=O)NCC2CCCCC2)C(=O)N1Cc1ccccc1 (configuration not stated) was read as GalR3 antag -5 and CRFBP-R2 block -2.
Screening O=C(COC(=O)c1ccc(O)cc1)NC1CCCCCCC1 returned GalR3 antag -1 and CRFBP-R2 block -21.
For COc1ccc(C(CNC(=O)c2ccc(-c3ccccc3Cl)o2)N2CCCC2)cc1 (configuration not stated) the results were GalR3 antag 0 and CRFBP-R2 block -62.
For Nc1ccn([C@@H]2O[C@H](CNCc3cnc(N4CCOCC4)nc3)[C@@H](O)[C@H]2O)c(=O)n1 the results were GalR3 antag -3 and CRFBP-R2 block 2.
`C[C@H](CO)N1C[C@H](C)[C@H](CN(C)C(=O)Nc2ccc(C(C)(C)C)cc2)OCc2cnnn2CCCC1=O` gave GalR3 antag -7 and CRFBP-R2 block -13.
Oc1ccc(CCc2ccccn2)cc1 was read as GalR3 antag 0 and CRFBP-R2 block 16.
COc1ccc(C(=O)CC(C(=O)O)c2ccc(OC)c(OC)c2)cc1OC (configuration not stated) was read as GalR3 antag 1 and CRFBP-R2 block 19.
Screening Cc1ccc(N2CC(O)CSC2=Nc2ccccc2)cc1 (configuration not stated) returned GalR3 antag -8 and CRFBP-R2 block 11.
`CN(Cc1c(C(=O)N/N=C/c2c(F)cccc2Cl)nnn1-c1nonc1N)C1CCCCC1` gave GalR3 antag 4 and CRFBP-R2 block -8.
C[C@H]1CN(CCc2ccccc2)C(=O)[C@@H]1CC(=O)Nc1ccc(Br)cc1 was read as GalR3 antag -4 and CRFBP-R2 block -5.
COc1ccc(CN(C)C[C@@H]2OCCCC[C@@H](C)Oc3ccc(N(C)C)cc3C(=O)N([C@H](C)CO)C[C@@H]2C)cc1 was read as GalR3 antag -6 and CRFBP-R2 block 3.
Screening CCOC(=O)C1=C(COC(=O)/C=C/c2ccc(F)cc2)NC(=O)NC1C (configuration not stated) returned GalR3 antag -6 and CRFBP-R2 block 0.
Cc1noc(NS(=O)(=O)c2ccc(NC(=O)/C=C/c3ccc(Cl)cc3Cl)cc2)c1C was read as GalR3 antag -5 and CRFBP-R2 block -8.
Screening COc1cc(Cl)c(C)cc1NC(=O)c1ccccc1NC(=O)CN1CCN(C(C)=O)CC1 returned GalR3 antag 1 and CRFBP-R2 block -8.
COc1ccccc1NC(=O)N(C)C[C@@H]1OCc2cnnn2CCCC(=O)N([C@H](C)CO)C[C@@H]1C was read as GalR3 antag 1 and CRFBP-R2 block 4.
For O=c1c2ccccc2sn1-c1ccccc1F the results were GalR3 antag -6 and CRFBP-R2 block 9.
`CCOc1ccc(NC(=O)c2ccc(F)c(S(=O)(=O)N3CCCC3)c2)cc1` gave GalR3 antag -6 and CRFBP-R2 block -4.
O=C1C(=Cc2cccc(O)c2O)SC(=S)N1CCCN1CCOCC1 was read as GalR3 antag -2 and CRFBP-R2 block -13.
Nc1ncnc2nc(-c3ccccc3)[nH]c12 was read as GalR3 antag -1 and CRFBP-R2 block -4.
Screening CCN1C(=O)C(CC(=O)NCCc2ccccc2)N(NC(=O)c2ccc(Br)cc2)C1=S (configuration not stated) returned GalR3 antag -1 and CRFBP-R2 block 3.
`COCOCCn1cc(CN2CCS(=O)(=O)N(Cc3ccc(-c4ccc(F)nc4)cc3)C(CC(C)C)C2=O)nn1` (configuration not stated) gave GalR3 antag -6 and CRFBP-R2 block 7.
For Nc1ccn(CCCNCC(c2ccccc2)c2ccccc2)c(=O)n1 the results were GalR3 antag -8 and CRFBP-R2 block 4.
CN1C(=O)[C@H]2[C@@H](c3ccccc3)N[C@]3(CCCN(Cc4ccco4)C3=O)[C@H]2C1=O was read as GalR3 antag -6 and CRFBP-R2 block -3.
For Cn1nc(N)c2ncc(C(Cl)(Cl)Cl)nc21 the results were GalR3 antag -6 and CRFBP-R2 block 73*.
Screening COc1ccc(NS(=O)(=O)c2ccc(C)c(C(=O)NCc3ccccc3CN3CCCC3)c2)cc1 returned GalR3 antag -9 and CRFBP-R2 block -14.
For COc1ccc(/C(N)=N/OC(=O)c2ccc3ccccc3c2)cc1OC the results were GalR3 antag -8 and CRFBP-R2 block 6.
For COc1ccc(S(=O)(=O)Nc2ccc3c(c2)C(=O)N([C@H](C)CO)C[C@H](C)[C@@H](CN(C)C(=O)Nc2c(C)noc2C)OCCCC[C@H](C)O3)cc1 the results were GalR3 antag 3 and CRFBP-R2 block 0.
Screening COc1ccc([C@H]2N[C@]3(CCCN(Cc4ccc(F)cc4)C3=O)[C@H]3C(=O)N(Cc4ccccc4)C(=O)[C@@H]23)cc1 returned GalR3 antag 4 and CRFBP-R2 block 2.

The list goes on; it opens with the two that closed the last part.
For COc1ccc(S(=O)(=O)Nc2ccc3c(c2)C(=O)N([C@H](C)CO)C[C@H](C)[C@@H](CN(C)C(=O)Nc2c(C)noc2C)OCCCC[C@H](C)O3)cc1 the results were GalR3 antag 3 and CRFBP-R2 block 0.
Screening COc1ccc([C@H]2N[C@]3(CCCN(Cc4ccc(F)cc4)C3=O)[C@H]3C(=O)N(Cc4ccccc4)C(=O)[C@@H]23)cc1 returned GalR3 antag 4 and CRFBP-R2 block 2.
Screening CCC(C)[C@H](N)C(=O)N[C@H]1CCC2C3CC=C4C[C@@H](O)CC[C@]4(C)C3CC[C@@]21C (some centres not stated) returned GalR3 antag -6 and CRFBP-R2 block 22.
Screening Cc1ccc(OC(=O)N(C)C[C@H]2OCc3cn(nn3)CCCC(=O)N([C@H](C)CO)C[C@@H]2C)cc1 returned GalR3 antag -1 and CRFBP-R2 block 8.
Screening CCCc1c(C(=O)N/N=C/c2c[nH]c3ccccc23)nnn1-c1nonc1N returned GalR3 antag -8 and CRFBP-R2 block -15.
Cc1cc(-c2ccc(S(=O)(=O)NCc3ccc(Cl)cc3)cc2)on1 was read as GalR3 antag -1 and CRFBP-R2 block 25.
Screening CCCCCC(=O)N1C[C@@H](O)[C@H](n2cc(-c3ccc(F)cc3)nn2)C[C@@H]1c1ccc(Cl)cc1 returned GalR3 antag -8 and CRFBP-R2 block -10.
CCn1cc(/C=C(\NC(=O)c2cc(OC)c(OC)c(OC)c2)C(=O)N2CCOCC2)c2ccccc21 was read as GalR3 antag -4 and CRFBP-R2 block 12.
`COc1ccc(Cn2c(=O)oc3ccccc32)cc1OC` gave GalR3 antag -6 and CRFBP-R2 block -5.
`C[C@@H]1CN([C@@H](C)CO)C(=O)c2cc(Br)cnc2O[C@H]1CN(C)C(=O)Nc1ccc2c(c1)OCO2` gave GalR3 antag -7 and CRFBP-R2 block -2.
Cc1ccc(-c2noc(CCC(=O)Nc3cccc(C(=O)NC4CC4)c3)n2)cc1 was read as GalR3 antag -7 and CRFBP-R2 block -3.
`C[C@@H]1CN([C@@H](C)CO)C(=O)c2cc(Br)cnc2O[C@H]1CN(C)Cc1ccccc1C(=O)O` gave GalR3 antag -6 and CRFBP-R2 block 10.
Screening COc1cccc(Nc2nc3cc(C)ccc3cc2C)c1 returned GalR3 antag -6 and CRFBP-R2 block -10.
`C=CCC1(CC=C)CCCN1C(=O)c1ccc2oc(CCCC)nc2c1` gave GalR3 antag -1 and CRFBP-R2 block 6.

Source: PubChem BioAssay (several laboratories)
